# Compound activity from PubChem BioAssay.
# DDE Tn7 FP inh = inhibitors of Tn7 peptide binding to human fibrin DD(E) | P02675 | FP displacement of FITC-Tn7 peptide from fibrin DD(E); 0% = median of compound wells per plate | inhibition, % at 8.3 µM | 370,000 compounds, 0.13% hits | AID 720508;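 active means inhibition above the mean of compounds falling within the control limits plus 3 SD of them, cut at about 14% in these data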;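 further: 0% = plate median of compound wells and 100% = 10 µM Aha-Tn7 peptide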
#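 Also added: labelled Tn7 tracer, 0.1 µM; Assay system: human fibrin DD(E) protein; Amount: 2 µM fibrin DD(E); Schedule: 10 min compound pre-incubation, 3 h probe incubation at room temperature; Repeats: one replicate per compound; Read-out basis: percent inhibition; Measured by: fluorescence polarization of the labelled Tn7 tracer.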
# KLK7 zymogen act = proKLK7 (human) activation, primary screen | AID 652039 | activation, % at 7 µM | P49862 | 370,000 compounds, 0.9% hits | purified proKLK7, EDANS-DABCYL substrate fluorescence; 100% is mature enzyme control, 0% vehicle;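 active means activation above the mean of all tested compounds plus 3 SD, computed per campaign excluding outliers beyond control limits, cut at about 13% in these data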
# Target sequence (P49862 whole entry, looked up): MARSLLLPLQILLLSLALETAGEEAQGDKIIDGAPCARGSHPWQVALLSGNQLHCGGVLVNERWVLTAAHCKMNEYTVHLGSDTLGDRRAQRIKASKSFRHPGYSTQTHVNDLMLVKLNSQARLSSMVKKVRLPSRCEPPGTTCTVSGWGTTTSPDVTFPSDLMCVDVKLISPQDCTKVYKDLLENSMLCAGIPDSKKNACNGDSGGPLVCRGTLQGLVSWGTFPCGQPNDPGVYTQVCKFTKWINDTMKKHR
# UHRF1 MBD2 ctr = human UHRF1 methylated DNA binding inhibitors | Q96T88 | UHRF1 binding to methylated oligo, TR-FRET | inhibition, % at 4.4 µM | 370,000 compounds, 0.75% hits; in the data active means inhibition above about 21%;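 further: UHRF1 SRA domain binding a hemimethylated CpG hairpin DNA probe; 0% = median of test compound wells and 100% = reference inhibitor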
# ASAP1 GAP inh = blocks human ASAP1-stimulated Arf1 GTP hydrolysis; AID 624377; Q9ULH1; inhibition, % at 16.5 µM; 360,000 compounds, 0.19% hits; GDP FP detection; in the data active means inhibition above about 25%;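 further: 0% = vehicle with enzyme and substrate and 100% = no enzyme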
# Target sequence (Q9ULH1 325-724 limits assumed): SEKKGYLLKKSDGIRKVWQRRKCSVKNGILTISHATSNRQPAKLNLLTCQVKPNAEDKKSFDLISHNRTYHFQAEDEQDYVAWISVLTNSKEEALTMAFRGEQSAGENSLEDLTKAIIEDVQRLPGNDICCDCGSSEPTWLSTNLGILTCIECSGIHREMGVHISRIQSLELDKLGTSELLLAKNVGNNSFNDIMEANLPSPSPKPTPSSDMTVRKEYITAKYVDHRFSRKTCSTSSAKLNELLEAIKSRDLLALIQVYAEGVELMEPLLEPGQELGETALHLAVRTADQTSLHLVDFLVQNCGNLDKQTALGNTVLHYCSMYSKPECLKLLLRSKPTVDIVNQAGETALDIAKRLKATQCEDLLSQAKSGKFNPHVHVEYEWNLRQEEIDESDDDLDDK
# HGIII-sPLA2 inh = Blocks human group III sPLA2 activity | Q9NZ20 | QFRET BODIPY PC-A2 liposome hydrolysis, fluorescence | inhibition, % at 12.2 µM | 370,000 compounds, 0.56% hits;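 active means inhibition above mean plus 3 SD of compounds lying within the high and low control bounds, cut at about 19% in these data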;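 further: 0% = median of test compound wells and 100% = no enzyme DMSO wells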
# Rev-erbA mod = modulators of human Rev-erb alpha DNA binding; Rev-erbα–FITC-DNA binding, fluorescence polarization, 90 min; activity, % at 10 µM; 370,000 compounds, 0.79% hits;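 active means activity above about 14%, limit read from the data; passing the limit was not always enough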;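 further: 0% = DMSO wells with 35 nM protein and 100% = DMSO wells with 750 nM protein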
# PLCg1 inh = inhibitors of human phospholipase C gamma1; purified PLC-gamma1, fluorogenic substrate, fluorescence; 370,000 compounds, 0.84% hits; P19174; inhibition, % at 12.2 µM; AID 720700; in the data active means inhibition above about 9.5%
# PLCb3 inh = inhibitors of human phospholipase C beta3; Q01970; Purified PLC-beta3, fluorogenic substrate, fluorescence; inhibition, % at 12.2 µM; 370,000 compounds, 0.18% hits; in the data active means inhibition above about 11%;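 further: 0% = median of compound wells on plate and 100% = full blocker control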
# DDE Tn6 FP inh = DD(E)-Tn6 binding inhibition, primary FP screen; inhibition, % at 8.3 µM; Fibrin DD(E) TRITC-Tn6 fluorescence polarization displacement; 370,000 compounds, 0.21% hits; AID 720509; P02675;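 active means inhibition above a per-campaign cutoff: mean of compounds within control limits plus 3 SD, cut at about 15% in these data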;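 further: 0% = median of all compound wells on the plate and 100% = blocking peptide control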
# ARFGAP1 inhibitor = rat ARFGAP1 inhibition; Q62848; 360,000 compounds, 0.26% hits; Arfgap1-stimulated ARF1 GTP hydrolysis, GDP FP detection; inhibition, % at 16.5 µM;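 active means inhibition above a per-plate limit, mean inhibition of low control wells plus 3 SD, cut at about 25% in these data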;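 further: 0% = DMSO wells with enzyme and 100% = wells lacking Arfgap1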
# Target sequence (Q62848 1-136 limits assumed): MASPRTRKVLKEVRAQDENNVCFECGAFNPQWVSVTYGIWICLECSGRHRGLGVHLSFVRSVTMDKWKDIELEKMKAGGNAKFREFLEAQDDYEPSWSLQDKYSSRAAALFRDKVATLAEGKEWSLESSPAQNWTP
#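 Assay system: purified rat His6-Arfgap1 residues 1-136 (GAP domain); Reagent: human Δ17 ARF1 bound to GTP; Dosing: 16.5 µM single point, 1.26% DMSO; Times: GTP hydrolysis reaction 2 h at 25 °C; Signal: FP, GDP Alexa 633 tracer displaced from anti-GDP antibody, 620/688 nm; Measure: % inhibition from polarization.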
# Numbers without * were called inactive; nt = no result given.
# Start of the data: the first two entries as a preview:
SMILES,DDE Tn7 FP inh,KLK7 zymogen act,UHRF1 MBD2 ctr,ASAP1 GAP inh,HGIII-sPLA2 inh,Rev-erbA mod,PLCg1 inh,PLCb3 inh,DDE Tn6 FP inh,ARFGAP1 inhibitor
Fc1cccc(COc2ccccc2CNc2ccccc2)c1,1.2,-0.4,-1.1,-2.7,9.8,-3.5,-0.4,2.4,-2.2,3.8
CN(C(=O)c1ccccc1-c1ncc[nH]1)C1CCCN(Cc2ccccc2F)C1 (stereo not given),-5.6,0.1,-5.2,-9.5,1.0,-4.2,0.2,-2.7,1.6,-8.1

# The list itself (from the top)
SMILES,DDE Tn7 FP inh,KLK7 zymogen act,UHRF1 MBD2 ctr,ASAP1 GAP inh,HGIII-sPLA2 inh,Rev-erbA mod,PLCg1 inh,PLCb3 inh,DDE Tn6 FP inh,ARFGAP1 inhibitor
Fc1cccc(COc2ccccc2CNc2ccccc2)c1,1.2,-0.4,-1.1,-2.7,9.8,-3.5,-0.4,2.4,-2.2,3.8
CN(C(=O)c1ccccc1-c1ncc[nH]1)C1CCCN(Cc2ccccc2F)C1 (stereo not given),-5.6,0.1,-5.2,-9.5,1.0,-4.2,0.2,-2.7,1.6,-8.1
O=C(NCCCN1CCC(Cc2ccccc2)CC1)C1CC(=O)N(C2CCCCCC2)C1 (stereo not given),3.0,0.1,2.9,-1.8,4.7,0.4,1.6,-2.2,2.0,12.4
CCOc1cc(S(=O)(=O)NCc2ccc(OC)cc2)c(OCC)cc1-n1cnnn1,1.1,1.4,-1.2,-11.6,-2.6,-2.7,-9.9,-13.8,5.6,-9.1
CCC1CCC(c2nnc(-c3ccc([N+](=O)[O-])cc3)o2)CC1 (stereo not given),6.1,-0.8,0.7,12.2,2.9,-2.4,0.6,0.0,-8.6,-0.2
Cc1ccnc(NS(=O)(=O)c2ccc(Cl)nc2)c1,2.5,0.2,-0.7,-5.8,3.0,-5.6,2.1,-2.3,-1.2,4.6
C[C@@H]1CN([C@H](C)CO)C(=O)CCCn2cc(nn2)CO[C@H]1CN(C)C(=O)Nc1ccccc1C(F)(F)F,-7.5,0.2,0.6,0.3,-2.5,0.2,2.9,2.0,-9.4,1.4
COc1ccc([C@H]2CC(=O)C=C(c3cccc(OC)c3OC)C2)cc1OC,2.6,-0.2,-0.5,-3.9,-3.0,0.4,-1.9,-2.7,-2.3,-6.7
Cc1nnc(SCC(=O)Nc2cccc(S(=O)(=O)NC3=NCCCCC3)c2)n1Cc1ccccc1,-8.4,0.6,1.6,-7.8,-5.5,0.7,2.5,0.0,-1.3,6.5
COc1ccc(C)cc1NC(=O)c1cc2c(=O)n3ccccc3nc2n1C,5.3,9.2,1.0,-7.2,6.2,23.1*,-177.7,-265.3,-3.8,16.2
Cc1ccc(NC(=O)CSc2nc(NS(=O)(=O)c3ccc(C)cc3)cc(=O)[nH]2)cc1,-4.9,-0.1,-0.4,3.1,-46.7,3.0,1.5,-1.9,2.7,23.1
Cc1cc(Br)c(S(=O)(=O)n2nnc3ccccc32)cc1C,-4.4,-0.5,3.9,-6.8,-2.6,0.4,0.9,1.7,-1.5,11.5
O=C(Cc1cccc2ccccc12)NN1C(=O)C2C(C1=O)C1C=CC2C12CC2 (stereo not given),-1.7,-0.2,-2.9,4.2,0.9,-1.6,-0.7,1.3,5.8,-3.3
CSc1cc(-c2ccc(Cl)cc2)c(C(=O)NC(C)C)s1,6.0,0.4,1.1,-3.8,5.2,3.7,3.1,-1.9,9.7,-0.4
O=C(NC1=NCCS1)c1cccs1,4.2,0.2,0.1,-3.9,-1.5,-3.9,2.4,2.1,2.3,3.6
CCOc1ccccc1NC(=O)CCNS(=O)(=O)c1ccc2[nH]c(=O)oc2c1,-7.4,0.7,-0.7,-5.5,3.2,-0.7,2.4,-6.6,5.0,-1.6
Brc1cc2c(cc1/C=N/Nc1nc(N3CCCC3)nc(N3CCOCC3)n1)OCO2,1.9,-0.5,-0.9,-5.2,-1.7,-1.9,4.5,0.4,2.5,4.6
COc1cc(C(=O)N2C(=O)c3cccc(N)c3C2=O)cc(OC)c1OC,3.6,50.3*,-4.2,7.0,0.8,2.1,-269.3,-427.4,2.8,-3.3
CC(C(=O)NCc1ccccc1)n1cc([N+](=O)[O-])cn1 (stereo not given),-3.7,-0.2,2.4,3.7,0.0,0.8,6.8,-1.6,0.1,11.5
O=C1Nc2ccc(Br)cc2/C1=C/C(=O)c1ccccc1,9.8,-0.3,-1.3,-3.5,17.9,0.1,-2.5,-2.8,2.0,-2.3
Cc1ccc(S(=O)(=O)NNC(=S)Nc2cccc(F)c2)cc1,2.2,-1.0,2.7,2.2,-4.1,-1.6,-0.6,-4.5,4.0,-8.4
COC(=O)CC(NS(=O)(=O)c1cccs1)c1cccc2ccccc12 (stereo not given),0.7,-0.1,-0.8,3.0,-26.0,-2.0,-0.4,-0.1,3.9,2.4
Cc1ccccc1C(=O)NC1CCN(CC(=O)Nc2ccc(Br)cc2)CC1,1.7,-0.6,-1.6,-3.5,-5.6,1.6,-0.3,-3.6,4.1,4.1
O=C(O)C1C=CCC(C(=O)O)C1 (stereo not given),-4.8,0.3,-1.7,-11.9,3.8,0.0,1.1,-0.2,5.9,7.5
O=C(CCCC(=O)c1ccccc1)NCCc1ccccc1,0.3,-0.1,1.4,-2.3,7.6,0.8,0.5,-5.5,3.1,8.4
COc1ccc(-c2noc(CCC(=O)N3CCN(c4cccc(C)c4C)CC3)n2)cc1,2.4,0.8,1.4,6.3,-6.1,-2.2,-1.6,-7.3,-9.1,-6.5
CCC(C(=O)OCC(=O)N1CCN(c2ccc(OC)cc2)CC1)c1ccccc1 (stereo not given),1.1,-0.3,-3.4,-5.0,6.8,-11.9,-0.9,-4.7,0.7,11.1
COCCNC(=S)N(C)C1(c2ccccc2Cl)CCCCC1=O (stereo not given),4.1,0.3,-3.2,-16.8,-1.6,3.9,-2.6,1.9,-6.1,1.7
O=C(O)CCC(=O)Nc1nc(-c2ccccc2)cs1,3.6,1.6,-2.6,-8.6,2.8,-5.9,-2.1,-1.3,-5.5,-6.0
COc1cc(/C=C/C(=O)OCC(=O)c2ccc[nH]2)ccc1O,-5.4,1.3,0.5,10.6,-12.3,-5.5,-13.7,-20.0,-5.4,-1.7
NC(=O)c1nnn(-c2cccc(C(F)(F)F)c2)c1-c1ccccc1,-4.8,-0.6,2.2,4.1,-3.1,5.8,-1.0,-9.4,-0.8,8.0
C=CCOc1nc2c(c(=O)n(C)c(=O)n2C)n1Cc1ccc(Cl)cc1,0.4,-0.4,-2.2,3.4,3.1,1.8,-1.8,-0.8,5.3,0.1
CC1(NC(=S)NCCO)CCS(=O)(=O)C1 (stereo not given),2.9,0.7,17.7,7.0,20.1*,-1.3,7.3,1.9,-1.0,7.0
CN(C)CCSc1nc(N)c2c3c(sc2n1)CN(C)CC3,-3.5,2.3,11.8,13.5,-1.9,-5.9,-46.6,-57.6,5.6,-15.5
O=C(Nc1ccccc1)Nc1cccc(Cl)c1,-5.2,0.1,15.9,15.9,-29.6,-2.8,4.3,0.4,-9.6,-3.6
CNc1cc([N+](=O)[O-])ccc1N/C=C/C(=O)c1cccs1,-0.3,0.1,-6.4,7.1,3.3,4.7,2.3,1.0,1.4,-1.9
O=C(COC(=O)C1CC(O)CN1S(=O)(=O)c1ccc(Cl)cc1)c1ccccc1Cl (stereo not given),-5.4,-0.2,-3.4,-16.6,-23.2,0.0,3.2,2.0,-0.1,-7.7
CN(Cc1nc(-c2cnccn2)no1)C1CC(C)(C)NC(C)(C)C1,4.7,-0.2,0.8,-7.0,-0.5,-1.8,2.1,1.5,4.3,6.9
COc1ccc(NC(=O)c2cc3ccccc3oc2=O)cc1,2.2,0.3,4.1,5.0,18.3,-6.5,8.7,-0.7,-9.2,2.8
O=C(CN(C(=O)CNS(=O)(=O)c1ccccc1)c1ccc2c(c1)OCCO2)NCc1ccco1,1.0,0.3,0.8,-2.7,-5.7,-0.2,0.5,3.6,5.4,10.8
O=C(O)c1c(NC(=O)N2CCOCC2)sc2c1CCCC2,7.2,-0.4,2.3,-0.6,7.4,-5.8,0.7,-11.0,-3.1,7.5
COc1ccc(NC(=O)COC(=O)c2ccc([N+](=O)[O-])o2)cc1Cl,6.7,0.7,-4.1,-7.1,-2.4,-5.8,0.5,-1.9,7.6,-3.1
CCOc1ccc(/C=N/N2C(C)CCCC2C)cc1OC (stereo not given),4.1,0.7,2.6,10.7,10.2,-1.1,-1.9,-9.6,-5.0,-6.8
O=C(C1=C[C@@H]2[C@H]3C(=O)N(c4ccc(Cl)cc4)C(=O)[C@H]3[C@@H](C(=O)c3ccc(Cl)cc3)N2C=C1)c1ccccc1,-3.4,0.1,-1.7,10.2,-8.2,2.2,-30.1,-32.8,-5.7,13.2
Cc1ccc(CN2CC(C(=O)Nc3ncccc3C)CC2=O)cc1 (stereo not given),8.2,0.0,-1.8,-2.8,2.7,-1.4,0.2,-6.5,6.6,-0.7
Cc1cc(O)cc2c1C1CCC3(C)C(=O)CCC3C1C=C2 (stereo not given),5.6,-0.3,-1.7,-8.8,-13.6,9.1,2.2,-1.9,0.9,-9.2
CC1CCN(S(=O)(=O)c2ccc(NC(=O)c3ccncc3)cc2)CC1,8.3,0.1,2.9,-1.0,-1.5,0.0,6.7,-6.6,-8.2,6.7
COc1cc(/C=N/NC(=O)Cc2nnc(N)s2)cc(OC)c1OC,4.7,0.0,1.3,-9.1,7.2,4.9,-13.7,-16.6,1.6,0.1
COc1cccc(NC(=O)C(=O)NCC2CCCN2S(=O)(=O)c2cccs2)c1 (stereo not given),0.9,-0.1,-0.2,-11.5,-0.1,0.4,-1.1,1.2,14.1,-4.1
CCCCCCNC(=O)C1CSCCS(=O)(=O)N1Cc1ccccc1 (stereo not given),-4.3,0.2,-1.1,nt,-0.9,-3.6,1.4,0.9,-6.6,nt
O=C(CSc1ccccc1)Nc1nccs1,-3.3,-0.3,-0.3,3.2,5.3,-2.5,-2.2,-3.8,-4.3,-4.5
CCCCNC(=O)C1(C)CCCCN1Cc1ccc(-c2ccccc2)cc1 (stereo not given),4.5,-0.2,5.1,-2.0,3.4,6.0,0.3,-0.2,13.6,1.8
COc1ccc(C(=O)NC(=S)Nc2ccc(S(=O)(=O)Nc3cc(C)on3)cc2)cc1OC,-1.5,-0.2,-1.4,-7.3,2.6,-2.6,-0.2,-3.7,-2.3,8.7

# Single entries from the results shown:
# Result of `CC1CCN(S(=O)(=O)c2ccc(NC(=O)c3ccncc3)cc2)CC1` under HGIII-sPLA2 inh: -1.5
# Result of `CCOc1ccc(/C=N/N2C(C)CCCC2C)cc1OC` (stereo not given) under DDE Tn7 FP inh: 4.1
# Result of `O=C(CSc1ccccc1)Nc1nccs1` under DDE Tn7 FP inh: -3.3

# Compounds as they come; about 4.5% have a hit in one of these screens.
